RGS8-Gao reg: modulates binding of RGS8 to human Galphao. response (percent of control binding), % at 10 µM. multiplexed bead flow cytometry; actives lie on both sides. 220,000 compounds, 0.34% hits. AID 1423. P09471; in the data active means response below about 60% or above about 140%; inactive means in between;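 further: Galphao activated as the GDP aluminium fluoride complex binding bead-coupled RGS8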
Target sequence (P09471 whole entry, looked up): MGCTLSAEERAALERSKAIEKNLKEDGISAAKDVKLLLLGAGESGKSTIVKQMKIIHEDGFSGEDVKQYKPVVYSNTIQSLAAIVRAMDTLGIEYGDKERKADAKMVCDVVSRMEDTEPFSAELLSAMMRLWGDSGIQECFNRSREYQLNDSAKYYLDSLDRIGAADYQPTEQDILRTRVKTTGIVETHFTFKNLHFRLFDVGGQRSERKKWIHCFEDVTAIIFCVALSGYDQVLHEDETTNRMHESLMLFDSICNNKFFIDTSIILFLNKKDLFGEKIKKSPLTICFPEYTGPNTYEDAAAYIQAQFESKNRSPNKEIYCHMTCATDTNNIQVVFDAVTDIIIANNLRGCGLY
Mcl1 Noxa PPI: disrupts binding of human Mcl-1 to Noxa peptide; Q07820; TR-FRET Mcl-1/Noxa peptide binding, 2 h; inhibition, % at 21.7 µM; 220,000 compounds, 1.5% hits;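 active means compounds that cut the protein-peptide binding signal by more than 50% relative to plate controls in a single-dose test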;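 further: His-tagged Mcl-1 with rhodamine Noxa BH3 peptide and terbium anti-His antibody; 0% = Mcl-1 plus Noxa peptide wells and 100% = peptide-only wells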
Target sequence (Q07820 whole entry, looked up): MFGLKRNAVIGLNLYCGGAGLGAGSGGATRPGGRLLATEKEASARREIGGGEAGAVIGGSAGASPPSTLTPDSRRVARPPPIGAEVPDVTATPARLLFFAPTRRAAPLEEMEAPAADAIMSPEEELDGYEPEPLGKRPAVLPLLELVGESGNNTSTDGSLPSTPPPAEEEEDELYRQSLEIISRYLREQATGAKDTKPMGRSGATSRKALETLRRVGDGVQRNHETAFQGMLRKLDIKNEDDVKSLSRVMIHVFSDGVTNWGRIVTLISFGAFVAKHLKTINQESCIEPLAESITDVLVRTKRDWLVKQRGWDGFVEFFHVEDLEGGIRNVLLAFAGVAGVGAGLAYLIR
Pf gametocyte: inhibitors of late stage P. falciparum gametocyte viability; P. falciparum stage V gametocytes, ATP luminescence, 24 h; inhibition, % at 10.9 µM; 150,000 compounds, 0.065% hits;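 active means inhibition above the mean plus 3 SD of compounds within the control limits, set per campaign, cut at about 38% in these data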;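 further: 0% = DMSO wells and 100% = medium only without gametocytes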
HRas wt GTP bind: modulators of GTP binding to human HRas wildtype; AID 759; P01112; GST-Ras wt beads, Bodipy-FL-GTP binding, flow cytometry; actives lie on both sides; 190,000 compounds, 0.14% hits; GTP binding activity, % at 10 µM;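 active means GTP binding activity at least 20% away from the 100% baseline, either lowered as inhibitor or raised as activator; inconclusive means flagged as likely green fluorescent, judged across all proteins in the well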;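 further: 0% = unlabeled GTP competition control and 100% = no-compound control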
Rac1 wt modul: modulators of human Rac1 wildtype GTP binding. 190,000 compounds, 0.27% hits. GTP binding activity (% of control), % at 10 µM. P63000. GST-Rac1 beads, fluorescent GTP binding, flow cytometry; actives lie on both sides; 0 = cold GTP competed, 100 = untreated;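 active means GTP binding activity at least 20 points away from the 100% control level, either lower or higher; inconclusive means compound flagged as likely green fluorescent, judged across all proteins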
Rac1 mut GTP: human Rac1 activated mutant GTP binding change. GST-Rac1 activated beads, fluorescent GTP binding, flow cytometry; actives lie on both sides; 100% means binding = to untreated wells. P63000. 190,000 compounds, 0.11% hits. percent activity (GTP binding), % at 10 µM;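 active means GTP binding at least 20 percentage points away from the 100% baseline, in either direction, so actives lie on both sides; inconclusive means Compound likely fluorescent itself, or too few beads counted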
Mcl1 Bid PPI: Mcl-1/Bid interaction inhibition; TR-FRET Mcl-1/Bid-Dy647 peptide binding, 1536-well; inhibition, % at 21.7 µM; 220,000 compounds, 0.97% hits;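 active means compounds that cut the binding signal by more than half at the single screening dose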;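 further: His-tagged Mcl-1 with europium anti-His antibody binding Bid BH3 peptide; 0% = Mcl-1 plus peptide wells and 100% = peptide-only wells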
Rab7 wt modul: dog Rab7 wildtype GTP binding, inhibitors and activators. GTP binding activity (percent of control), % at 10 µM. 190,000 compounds, 0.055% hits. GST-Rab7 beads, fluorescent GTP binding, flow cytometry; actives lie on both sides; untreated = 100%, excess cold GTP = 0%;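 active means fluorescent GTP binding to Rab7 beads changed by at least 20 points from the 100% baseline, either direction, mostly lower; inconclusive means compound itself probably fluorescent, or too few beads counted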;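 further: median green fluorescence of bound Bodipy-FL-GTP per Rab7 bead population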
Rab2 wt GTP: changes GTP binding to wildtype dog Rab2A, up or down; GST-Rab2 wt beads, Bodipy-GTP binding, flow cytometry; 190,000 compounds, 0.19% hits; P61105; AID 760; GTP binding activity, % at 10 µM;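 active means GTP binding activity at least 20 points away from 100%, either lowered or raised; inconclusive means signal likely due to the compound's own green fluorescence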;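 further: 0% = beads with excess unlabeled GTP and 100% = no-compound control corrected for plate trend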
Bim-Mcl-1: inhibitors of Bim-Mcl-1 interaction, human. Q07820. Bead-based flow cytometry, Bim peptide-Mcl-1 binding. inhibition, % at 10 µM. 190,000 compounds, 0.1% hits. AID 1009; in the data active means inhibition above about 40%;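 further: 0% = no compound tracer wells and 100% = peptide blocker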
Cdc42 wt GTP: modulators (inhibitors or activators) of GTP binding to human Cdc42 wildtype | P60953 | GST-Cdc42 beads, Bodipy-GTP binding, flow cytometry; actives lie on both sides | percent activity (GTP binding), % at 10 µM | 190,000 compounds, 0.2% hits;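 active means percent activity GTP binding at least 20 points away from the 100% baseline, either down as inhibitor or up as activator; inconclusive means compound flagged as likely green fluorescent from well-wide comparison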;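 further: median bead fluorescence of bound Bodipy-FL-GTP at 100 nM; 0% = excess unlabeled GTP control and 100% = no compound control; below 100% means less GTP binding so inhibitor and above means activator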
Target sequence (P60953 whole entry, looked up): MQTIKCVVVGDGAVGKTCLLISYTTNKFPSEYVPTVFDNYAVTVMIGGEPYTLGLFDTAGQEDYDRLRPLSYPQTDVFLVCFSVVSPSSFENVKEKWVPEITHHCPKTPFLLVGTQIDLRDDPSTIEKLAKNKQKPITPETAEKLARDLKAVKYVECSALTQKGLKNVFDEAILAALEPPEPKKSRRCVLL
Numbers without * were called inactive.

Start of the data: the first 2 compounds, ahead of the listing:
`COc1ccc(C(CCNC(C)c2ccccc2)c2ccc(F)cc2)cc1` (stereo unspecified) gave RGS8-Gao reg 106, Mcl1 Noxa PPI 17, HRas wt GTP bind 99, Rac1 wt modul 105, Rac1 mut GTP 100, Mcl1 Bid PPI -6, Rab7 wt modul 101, Rab2 wt GTP 101, Bim-Mcl-1 -5 and Cdc42 wt GTP 101.
For C=CCn1c(SCC(=O)NC2CC2)nc2sc(CC)cc2c1=O the results were RGS8-Gao reg 102, Mcl1 Noxa PPI 6, Pf gametocyte -6, HRas wt GTP bind 95, Rac1 wt modul 99, Rac1 mut GTP 94, Mcl1 Bid PPI 2, Rab7 wt modul 91, Rab2 wt GTP 92, Bim-Mcl-1 2 and Cdc42 wt GTP 94.

All compounds of this part (from the top)
`COc1ccc(C(CCNC(C)c2ccccc2)c2ccc(F)cc2)cc1` (stereo unspecified) gave RGS8-Gao reg 106, Mcl1 Noxa PPI 17, HRas wt GTP bind 99, Rac1 wt modul 105, Rac1 mut GTP 100, Mcl1 Bid PPI -6, Rab7 wt modul 101, Rab2 wt GTP 101, Bim-Mcl-1 -5 and Cdc42 wt GTP 101.
For C=CCn1c(SCC(=O)NC2CC2)nc2sc(CC)cc2c1=O the results were RGS8-Gao reg 102, Mcl1 Noxa PPI 6, Pf gametocyte -6, HRas wt GTP bind 95, Rac1 wt modul 99, Rac1 mut GTP 94, Mcl1 Bid PPI 2, Rab7 wt modul 91, Rab2 wt GTP 92, Bim-Mcl-1 2 and Cdc42 wt GTP 94.
CCOC(=O)c1cnn(-c2ccccc2)c1-n1cccc1C(=O)C(=O)Nc1ccccc1 was read as RGS8-Gao reg 100, Mcl1 Noxa PPI 3, Pf gametocyte -35, HRas wt GTP bind 101, Rac1 wt modul 106, Rac1 mut GTP 100, Mcl1 Bid PPI -20, Rab7 wt modul 103, Rab2 wt GTP 99, Bim-Mcl-1 -3 and Cdc42 wt GTP 102.
Screening CN(Cc1ccno1)C(=O)CC1C(=O)NCCN1CC(c1ccccc1)c1ccccc1 (stereo unspecified) returned RGS8-Gao reg 99, Mcl1 Noxa PPI 16, Pf gametocyte -44, HRas wt GTP bind 97, Rac1 wt modul 101, Rac1 mut GTP 98, Mcl1 Bid PPI -33, Rab7 wt modul 95, Rab2 wt GTP 97, Bim-Mcl-1 -1 and Cdc42 wt GTP 96.
`NC(=O)c1cccc2c3c([nH]c12)CCCC3` gave RGS8-Gao reg 100, Mcl1 Noxa PPI 5, HRas wt GTP bind 95, Rac1 wt modul 87, Rac1 mut GTP 95, Mcl1 Bid PPI -18, Rab7 wt modul 102, Rab2 wt GTP 99, Bim-Mcl-1 0 and Cdc42 wt GTP 92.
`O=C(N/C(=C\c1ccc(Br)cc1)C(=O)N1CCCC1)c1ccccc1F` gave RGS8-Gao reg 99, Mcl1 Noxa PPI 4, Pf gametocyte -21, HRas wt GTP bind 99, Rac1 wt modul 99, Rac1 mut GTP 94, Mcl1 Bid PPI -11, Rab7 wt modul 105, Rab2 wt GTP 99, Bim-Mcl-1 0 and Cdc42 wt GTP 99.
Screening COC(=O)[C@@H]1[C@@H](C#N)C2(c3ccccc3-c3ccccc32)N(c2ccc(Cl)cc2)N1C#N returned RGS8-Gao reg 93, Mcl1 Noxa PPI 19, HRas wt GTP bind 93, Rac1 wt modul 97, Rac1 mut GTP 91, Mcl1 Bid PPI 5, Rab7 wt modul 97, Rab2 wt GTP 93, Bim-Mcl-1 0 and Cdc42 wt GTP 92.
Screening CC(C)(C)OC(=O)N1CCN(C(=O)Nc2ccc3c(c2)OCCO3)CC1 returned RGS8-Gao reg 105, Mcl1 Noxa PPI 6, Pf gametocyte 9, HRas wt GTP bind 96, Rac1 wt modul 98, Rac1 mut GTP 98, Mcl1 Bid PPI -22, Rab7 wt modul 97, Rab2 wt GTP 96, Bim-Mcl-1 3 and Cdc42 wt GTP 97.
For COc1cccc(-c2csc(N3CCN(CC(=O)NNC(=O)c4ccco4)CC3)n2)c1 the results were RGS8-Gao reg 102, Mcl1 Noxa PPI 11, Pf gametocyte 22, HRas wt GTP bind 95, Rac1 wt modul 102, Rac1 mut GTP 94, Mcl1 Bid PPI -3, Rab7 wt modul 96, Rab2 wt GTP 95, Bim-Mcl-1 -3 and Cdc42 wt GTP 94.
`O=C(CN1C(=O)C2C3C=CC(C3)C2C1=O)NC1CCCc2ccccc21` (stereo unspecified) gave RGS8-Gao reg 97, Mcl1 Noxa PPI 5, HRas wt GTP bind inconclusive, Rac1 wt modul inconclusive, Rac1 mut GTP inconclusive, Mcl1 Bid PPI -26, Rab7 wt modul inconclusive, Rab2 wt GTP inconclusive, Bim-Mcl-1 2 and Cdc42 wt GTP inconclusive.
For CCC(C)C(=O)Nc1ccc(OC)cc1OC (stereo unspecified) the results were RGS8-Gao reg 97, Mcl1 Noxa PPI 3, Pf gametocyte -25, HRas wt GTP bind inconclusive, Rac1 wt modul inconclusive, Rac1 mut GTP inconclusive, Mcl1 Bid PPI -18, Rab7 wt modul inconclusive, Rab2 wt GTP inconclusive, Bim-Mcl-1 -1 and Cdc42 wt GTP inconclusive.
COC(=O)c1c(-c2ccc(Br)cc2)noc1N was read as RGS8-Gao reg 99, Mcl1 Noxa PPI 7, HRas wt GTP bind 99, Rac1 wt modul 100, Rac1 mut GTP 98, Mcl1 Bid PPI -14, Rab7 wt modul 100, Rab2 wt GTP 99, Bim-Mcl-1 -1 and Cdc42 wt GTP 97.
For COc1ccc(CCC(C)Nc2cccc(C)c2)cc1 (stereo unspecified) the results were RGS8-Gao reg 99, Mcl1 Noxa PPI 28, Pf gametocyte -3, HRas wt GTP bind 98, Rac1 wt modul 101, Rac1 mut GTP 98, Mcl1 Bid PPI 10, Rab7 wt modul 98, Rab2 wt GTP 98, Bim-Mcl-1 0 and Cdc42 wt GTP 100.
For CC(C)COc1cccc(C(=O)NC(=S)NCc2cccnc2)c1 the results were RGS8-Gao reg 98, Mcl1 Noxa PPI 11, Pf gametocyte 4, HRas wt GTP bind 99, Rac1 wt modul 105, Rac1 mut GTP 97, Mcl1 Bid PPI -15, Rab7 wt modul 101, Rab2 wt GTP 100, Bim-Mcl-1 3 and Cdc42 wt GTP 102.
CCC(=O)N1N=C(c2ccc(C)o2)CC1c1ccc(N(C)C)cc1 (stereo unspecified) was read as RGS8-Gao reg 101, Mcl1 Noxa PPI 47, Pf gametocyte 16, HRas wt GTP bind 95, Rac1 wt modul 94, Rac1 mut GTP 92, Mcl1 Bid PPI -50, Rab7 wt modul 102, Rab2 wt GTP 98, Bim-Mcl-1 -4 and Cdc42 wt GTP 95.
Screening COC(=O)C1=C(C)OC(N)=C(C#N)C1c1c(C)nn(C)c1C (stereo unspecified) returned RGS8-Gao reg 101, Mcl1 Noxa PPI 26, Pf gametocyte 14, HRas wt GTP bind 99, Rac1 wt modul 100, Rac1 mut GTP 101, Mcl1 Bid PPI 1, Rab7 wt modul 96, Rab2 wt GTP 100, Bim-Mcl-1 -2 and Cdc42 wt GTP 101.
For C=CCN=Cc1sc2ccc(OCC)cc2c1O the results were RGS8-Gao reg 99, Mcl1 Noxa PPI 15, Pf gametocyte -23, HRas wt GTP bind 100, Rac1 wt modul 103, Rac1 mut GTP 100, Mcl1 Bid PPI -52, Rab7 wt modul 97, Rab2 wt GTP 101, Bim-Mcl-1 -6 and Cdc42 wt GTP 101.
Cc1ccc(NC(=O)CSc2nnc(NC(=O)c3ccco3)s2)cc1 was read as RGS8-Gao reg 98, Mcl1 Noxa PPI 6, Pf gametocyte -8, HRas wt GTP bind 95, Rac1 wt modul 107, Rac1 mut GTP 92, Mcl1 Bid PPI -12, Rab7 wt modul 97, Rab2 wt GTP 98, Bim-Mcl-1 0 and Cdc42 wt GTP 98.
CCOC(=O)C1(Cc2cccc(OC)c2)CCN(C/C=C/c2ccccc2)CC1 was read as RGS8-Gao reg 102, Mcl1 Noxa PPI 8, Pf gametocyte 4, HRas wt GTP bind 99, Rac1 wt modul 100, Rac1 mut GTP 95, Mcl1 Bid PPI -7, Rab7 wt modul 102, Rab2 wt GTP 99, Bim-Mcl-1 -3 and Cdc42 wt GTP 98.
`Cc1nnc(SCCn2c(N3CCCCC3)nc3c2c(=O)[nH]c(=O)n3C)s1` gave RGS8-Gao reg 95, Mcl1 Noxa PPI 7, HRas wt GTP bind 97, Rac1 wt modul 100, Rac1 mut GTP 96, Mcl1 Bid PPI -1, Rab7 wt modul 96, Rab2 wt GTP 97, Bim-Mcl-1 0 and Cdc42 wt GTP 98.
For CCOC(=O)Cn1c(=O)oc2cc(S(=O)(=O)NC(C)c3ccccc3)ccc21 (stereo unspecified) the results were RGS8-Gao reg 102, Mcl1 Noxa PPI 4, HRas wt GTP bind 102, Rac1 wt modul 102, Rac1 mut GTP 98, Mcl1 Bid PPI -21, Rab7 wt modul 102, Rab2 wt GTP 101, Bim-Mcl-1 0 and Cdc42 wt GTP 101.
O=C(NCCCNC(=O)c1cccs1)c1cccs1 was read as RGS8-Gao reg 101, Mcl1 Noxa PPI -9, Pf gametocyte 6, HRas wt GTP bind 100, Rac1 wt modul 100, Rac1 mut GTP 99, Mcl1 Bid PPI -10, Rab7 wt modul 104, Rab2 wt GTP 101, Bim-Mcl-1 -1 and Cdc42 wt GTP 99.
COCCCNC(=S)NNC(=O)c1cccnc1 was read as RGS8-Gao reg 101, Mcl1 Noxa PPI -1, Pf gametocyte 19, HRas wt GTP bind 99, Rac1 wt modul 97, Rac1 mut GTP 98, Mcl1 Bid PPI -54, Rab7 wt modul 100, Rab2 wt GTP 96, Bim-Mcl-1 5 and Cdc42 wt GTP 94.
Screening COc1ccc2nc(NC(=O)c3ccc(-n4nc(C)cc4C)cc3)sc2c1 returned RGS8-Gao reg 99, Mcl1 Noxa PPI -2, HRas wt GTP bind 103, Rac1 wt modul 105, Rac1 mut GTP 102, Mcl1 Bid PPI -12, Rab7 wt modul 103, Rab2 wt GTP 102, Bim-Mcl-1 3 and Cdc42 wt GTP 103.
Screening COCCCNC(=O)CSc1nc2sc(C(=O)OC)c(C)c2c(=O)n1N returned RGS8-Gao reg 101, Mcl1 Noxa PPI 10, Pf gametocyte 7, HRas wt GTP bind 100, Rac1 wt modul 102, Rac1 mut GTP 94, Mcl1 Bid PPI -1, Rab7 wt modul 108, Rab2 wt GTP 103, Bim-Mcl-1 1 and Cdc42 wt GTP 100.
